# 12-LOX inh = blocks human arachidonate 12S-lipoxygenase | P18054 | AID 1671190 | 1.1% of 580,000 active | purified 12hLO, xylenol orange hydroperoxide absorbance | Potency, µM (titrated, usually from 108 µM), for the others: at the top dose activity change, negative = inhibition, usual class: inhibitors; active = well fitted inhibition curve with a large enough effect; inconclusive = small, poorly fitted or top-dose-only effect, or another doubt; inactive = no such curve, though single readings can be large or run the other way
# Target sequence (P18054 whole entry, looked up): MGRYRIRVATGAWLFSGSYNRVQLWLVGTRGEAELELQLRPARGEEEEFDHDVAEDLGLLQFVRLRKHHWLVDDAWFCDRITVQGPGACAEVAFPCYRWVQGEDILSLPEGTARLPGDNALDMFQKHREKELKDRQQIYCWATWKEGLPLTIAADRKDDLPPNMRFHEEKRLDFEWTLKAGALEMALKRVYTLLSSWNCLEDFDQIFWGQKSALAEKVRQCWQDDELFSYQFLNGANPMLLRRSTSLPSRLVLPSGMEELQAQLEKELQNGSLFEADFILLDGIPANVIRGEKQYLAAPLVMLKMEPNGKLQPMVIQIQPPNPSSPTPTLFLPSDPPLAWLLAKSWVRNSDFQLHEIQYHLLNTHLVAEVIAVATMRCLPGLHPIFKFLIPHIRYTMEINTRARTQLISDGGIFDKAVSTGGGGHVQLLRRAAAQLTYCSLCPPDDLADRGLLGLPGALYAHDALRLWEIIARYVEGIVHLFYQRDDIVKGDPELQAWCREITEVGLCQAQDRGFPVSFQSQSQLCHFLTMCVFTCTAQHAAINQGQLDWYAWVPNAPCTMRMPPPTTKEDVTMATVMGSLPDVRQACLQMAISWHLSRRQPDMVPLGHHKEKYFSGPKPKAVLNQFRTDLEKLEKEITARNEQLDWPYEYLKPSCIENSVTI
#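 Purified human 12hLO (150 nM final) in 25 mM Hepes, 0.01% Triton X-100, pH 7.0 was preincubated 15 min at room temperature with compound. Then 40 uM arachidonic acid was added, 30 min. Hydroperoxide was read by Fe-XO absorbance ratio 573/405 nm.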
# The depositor's hits bear a star; ? = inconclusive; [ ] = dose if it differs, or a comment. % is set by controls: 0 for no effect and ±100 for the full control effect; potency is the fitted concentration of half-maximal effect. Not all compounds are listed. The share of hits here may be higher or lower than overall.
# The first five compounds as a preview:
SMILES,12-LOX inh
COC(=O)[C@H]1CN(C(=O)c2ccc(N(C)C)cc2)CCN1C(=O)c1cccs1,-31%[176 µM]
Cc1ccc(CN2C(=O)NC3(CCN(C(=O)Cc4cccc(F)c4)CC3)C2=O)cc1,?
CC(C)CCN1CCC(N2CCN(S(=O)(=O)c3ccc(Cl)cc3)CC2)C1=O (centres undefined),?
Cn1cccc1C(=O)N1CC[C@@H]2CN(S(C)(=O)=O)[C@@H]2C1,17%
CC(C)NC(=O)N[C@H]1CCN2C(=O)c3cc(-c4ccc5c(c4)OCO5)ccc3NC(=O)[C@@H]2C1,-17%

# The listing, previewed entries included:
SMILES,12-LOX inh
COC(=O)[C@H]1CN(C(=O)c2ccc(N(C)C)cc2)CCN1C(=O)c1cccs1,-31%[176 µM]
Cc1ccc(CN2C(=O)NC3(CCN(C(=O)Cc4cccc(F)c4)CC3)C2=O)cc1,?
CC(C)CCN1CCC(N2CCN(S(=O)(=O)c3ccc(Cl)cc3)CC2)C1=O (centres undefined),?
Cn1cccc1C(=O)N1CC[C@@H]2CN(S(C)(=O)=O)[C@@H]2C1,17%
CC(C)NC(=O)N[C@H]1CCN2C(=O)c3cc(-c4ccc5c(c4)OCO5)ccc3NC(=O)[C@@H]2C1,-17%
CC(C)c1cccc(NC(=O)CN2C(=O)NC(c3ccccc3Cl)C3=C2COC3=O)c1 (centres undefined),-8%
COc1ccc(C(=O)N2CCC(N3C(=O)C(OC)C34CCOCC4)CC2)cc1 (centres undefined),19%
CCc1nc2cc(N3CCC(C(=O)NCc4ccc5c(c4)OCO5)CC3)cnc2nc1CC,10%
COCCNC(=O)C[C@@H]1O[C@H](CNC(=O)c2cccc(F)c2)[C@@H](O)[C@H]1O,-5%[176 µM]
O=C(N[C@@H]1CCN(C(=O)CCc2ccccc2F)C[C@H]1O)c1ccccn1,18%
CN1CCC(Nc2ncc(C(C)(C)C(=O)O)c(N3CCOCC3)n2)CC1,70%[activator]
Cc1ccc(C(=O)N2C(C(=O)NCC(C)C)COC23CCN(C(=O)c2cccc(Cl)c2)CC3)cc1 (centres undefined),23%
CCCCN1CC(COCc2ccccc2)Oc2cccc(Sc3ccc(OC)c(OC)c3)c2S1(=O)=O (centres undefined),-12%
CCCN(C)C(=O)c1onc(-c2ccc(F)cc2)c1[C@H](C)O,-46%[176 µM]
CCc1noc(-c2cccn3c(CNC(=O)c4ccc(F)cc4)nnc23)n1,68%[activator]

# 7 of the entries above in order of their number in 12-LOX inh, highest first:
SMILES,12-LOX inh
Cc1ccc(C(=O)N2C(C(=O)NCC(C)C)COC23CCN(C(=O)c2cccc(Cl)c2)CC3)cc1 (centres undefined),23%
O=C(N[C@@H]1CCN(C(=O)CCc2ccccc2F)C[C@H]1O)c1ccccn1,18%
Cn1cccc1C(=O)N1CC[C@@H]2CN(S(C)(=O)=O)[C@@H]2C1,17%
CCc1nc2cc(N3CCC(C(=O)NCc4ccc5c(c4)OCO5)CC3)cnc2nc1CC,10%
CC(C)c1cccc(NC(=O)CN2C(=O)NC(c3ccccc3Cl)C3=C2COC3=O)c1 (centres undefined),-8%
CCCCN1CC(COCc2ccccc2)Oc2cccc(Sc3ccc(OC)c(OC)c3)c2S1(=O)=O (centres undefined),-12%
CC(C)NC(=O)N[C@H]1CCN2C(=O)c3cc(-c4ccc5c(c4)OCO5)ccc3NC(=O)[C@@H]2C1,-17%

# The list goes on:
SMILES,12-LOX inh
CC(=O)c1cccc(NC(=O)CN2C(=O)NC3(CCC(C(C)(C)C)CC3)C2=O)c1 (centres undefined),-5%
CSc1cccc(NC(=O)Cn2c(N3CCN(c4ccccc4)CC3)nc(C)cc2=O)c1,?
COc1cc(C(=O)N[C@H](C)c2onc(-c3ccccc3)c2C(=O)O)cc(OC)c1OC,3%[176 µM]
Cc1noc(-c2nc(-c3cccc(Cl)c3)no2)n1,-9%
COc1ccc(NC(=O)c2ccc3c(c2)OCCN(CCC(C)C)C3)c(F)c1,1%[176 µM]
O=C(NCCCn1cccn1)c1ccccc1OC1CCN(Cc2ccccn2)CC1,21%
CCOc1ccc(C(=O)N2CCC(Cc3nc(C(C)C)no3)CC2)cc1,19%
O=C(NC1CCC(n2cnnc2)CC1)c1ccc(Cn2cnnn2)cc1 (centres undefined),56%[activator]
O=C(Cc1ccccc1)Nc1ccnn1C1CCN(Cc2cc3ccccc3s2)CC1,8%
Cn1c(C(=O)N2CCCC2)cc2c1CCN(Cc1ccccc1)C2,49%[activator]
COCC1CN(C2CCC2)CC12CCN(C(=O)COc1ccccc1)CC2 (centres undefined),31%[activator]
CCN(C(C)=O)C1CCN(c2nc(CCN)nc3sc(C)c(C)c23)C1 (centres undefined),?
Cn1cnc([S+](=O)([O-])N2CC3ON=C(C(=O)O)C3C2)c1 (centres undefined),-3%[12.5 µM]
Cc1ccn(CC(=O)N2C[C@@H](COCC3CC3)[C@H](c3ccccn3)C2)n1,24%
COCC(=O)N1CC[C@@H](CC(=O)O)[C@@H](CCN2CCN(c3ccccc3)CC2)C1,17%[176 µM]
Cc1csc(NC(=O)c2nc3c(o2)CCN(Cc2ccc4[nH]ccc4c2)CC3)n1,54%[activator][176 µM]
COCC(=O)N[C@H]1C[C@@H](Cc2cc(-c3ccccc3)on2)C1(C)C,84%[activator][176 µM]
O=C(c1c(F)cccc1F)N(CC1CCOC1)C1CC1 (centres undefined),73%[activator]
COc1ccc(-c2nc3ccc(C4=NNC(=O)CC4C)cc3[nH]2)cc1 (centres undefined),-24%[57.4 µM]
Cc1ccc(C)c(C(=O)N2CC(c3nnc(-c4ccncc4)o3)C3(CCOCC3)C2)c1 (centres undefined),40%
CN(C)Cc1nnc(C2CCN(C(=O)c3cn4cccnc4n3)CC2)n1C,3%
O=C(Cc1ccc(F)c(F)c1F)N[C@@H]1CCNC[C@H]1O,1%
C/C=C/C=C/C(=O)N1C[C@H](C)N(C)C[C@H]1C,-2%
C[C@@H]1C(=O)O[C@H]2[C@H]1CC[C@@]1(C)Cc3sc(NS(=O)(=O)c4ccc5c(c4)CN(C(=O)C(F)(F)F)CC5)nc3[C@@H](C)[C@H]21,63%[activator]
CC(=O)C1=C(C)N(Cc2ccc(F)cc2)C(=S)NC1c1ccc(Cl)cc1 (centres undefined),?
COc1ccc(-c2noc(-c3cccn3CC(=O)NCc3ccc(F)cc3)n2)cc1F,21%
CN(Cc1ccc(F)cc1)C(=O)c1ccccc1,35%[176 µM]
O=C(NC1CCN(Cc2ccc(F)c(F)c2)CC1)c1ccc2nccn2c1,72%[activator]
COc1ccccc1NC(=O)c1cc2c(n1C)CCN(Cc1ccc(F)cc1)C2,35%[activator]
COc1ccc(CCNC(=O)c2cnc3cc(C)nn3c2)cc1,4%[176 µM]
C#CCNC(=O)CC[C@H]1CNC(=O)[C@@H]2[C@@H](CCN2Cc2ccc(C)cc2)N1C,42%[activator][176 µM]
Cc1c(C(=O)N2C[C@@H](C)[C@](O)(C3CCC3)C2)n(C)c2c(C)cccc12,10%
COc1cccc(CCC(=O)Nc2ccc(-c3nnc4n3CCCC4)cc2)c1,46%[activator]
COc1cccc(C(=O)N2CCOC[C@H](OC)C2)c1,70%[activator][176 µM]
COCCn1c(C)cnc1CCNC(=O)NCc1ccc(C)cc1,19%
CCOCCNc1ncnc2c1CN(C1CCCNCC1)C(=O)CN2C (centres undefined),-13%[6.33 µM]
O=C(N[C@H](Cc1ccccc1)C(=O)NCC1CCCO1)[C@H]1O[C@@H](n2ccc(=O)[nH]c2=O)[C@H](O)[C@@H]1O (some centres undefined),6%
CC(C)Cc1nc2cc(NS(=O)(=O)N(C)C)cc(C(=O)N3CC4(C)CC3CC(C)(C)C4)c2n1C (centres undefined),-1%
COc1ccc(NC(=O)C2CC(=O)N(c3n[nH]c4cc(Br)ccc34)C2)cc1 (centres undefined),9%
COc1cc(Cl)c(C)cc1NC(=O)CN1C(=O)C(c2ccccc2)=NC12CCCC2,31%
CN1CCCCCCN(C(=O)c2cnccn2)[C@H]2CCC[C@H]2C1=O,30%[activator]
C=CCNC(=O)CCc1c(CC)nn(-c2ccc(OC)cc2)c1Oc1ccccc1F,-15%
CCNC(=O)N(C1CC1)C1CCOC2(CCN(C(=O)c3sc(C)nc3C)CC2)C1 (centres undefined),26%
Cc1noc(-c2cn(C3CCN(C(=O)c4ccoc4)C3)nn2)n1 (centres undefined),-25%
CN(Cc1nnc(C(=O)N2CCC[C@@H]2c2cccc(F)c2)n1-c1ccccc1)c1ccccc1,28%
COc1ccc(CN2CCCC3(C2)C(=NC2CCCCC2)NC(=O)N3c2cc(F)cc(F)c2)cc1 (centres undefined),17%[6.33 µM]
COc1ccc(-c2nn(-c3ccccc3C)cc2CN2CCCOCC2)cc1F,4%
COc1cc(NC(=O)Cn2c(N3CCN(c4ccccc4)CC3)nc(C)cc2=O)cc(OC)c1,14%
O=[S+]([O-])(c1ccc(Cl)cc1)c1nnn2c1nc(NCc1ccncc1)c1ccccc12,5%[6.33 µM]
CCOC(=O)C1=CN(CC(=O)Nc2c(C)cccc2C)S(=O)(=O)N=C1C,18%
CC(C)Oc1ccc(CNC(=O)c2cc(-c3ccncc3)cn2C)cc1,11%
C[C@@]1(NC(=O)Cc2ccccc2)OC[C@H]2CC[C@@H](C(=O)NC(c3ccccc3)c3ccccc3)N2C1=O,63%[activator]
CCc1noc(-c2cn(C3CCCN(C(=O)c4ccc(C(C)(C)C)cc4)C3)nn2)n1 (centres undefined),17%
Cn1cnnc1CC1CCCN(C(=O)NC2CCCC2)C1 (centres undefined),-1%
COc1cc(CNC(=O)CCCCC=CC(C)C)ccc1O,?
O=C(C(=O)N1CCc2[nH]nc(-c3ccccc3F)c2C1)c1ccco1,?
O=C(O)C[C@@H]1CCN(C(=O)c2ccccc2)C[C@@H]1CCN1CCN(c2cccc(C(F)(F)F)c2)CC1,2%
O=C(Nc1ccccc1)N1CCc2nc(C3CC3)nc(-c3ccc(Cl)cc3)c2C1,17%
COc1ccc(CN(C(=O)c2ccco2)c2ccc(CC(=O)NCc3ccccc3)cc2)cc1,-10%
C#CCNC(=O)C[C@@H]1C[C@@H](C(C)C)[C@H](CO)C=C1C,15%[176 µM]
# (list continues)
SMILES,12-LOX inh
COc1cc(-c2nc(CN3CCSCC3)c(C)o2)ccc1F,-13%
O=C(c1ccco1)N1CCC(c2noc(COCC3CC3)n2)CC1,17%
COCC(=O)NC[C@H]1CCN(Cc2ccccc2)C[C@H]1N(C)C,61%[activator]
CCc1ccc(C(=O)N2CCc3[nH]nc(C(=O)N(C)C)c3C2)cc1,42%[activator]
COc1ccc(-c2nnc([C@H]3CCN(Cc4ccc(C(=O)O)cc4)C3)o2)cc1,-17%[176 µM]
CN(C)C[C@@H]1CN(c2ccccn2)C[C@H]1NC(=O)c1cccc(C#N)c1,29%
Cc1cccc(NC(=O)Cn2nc3n(c2=O)CCCCC3)c1,45%[activator]
COCCCNc1nc2c([S+](=O)([O-])c3ccc(Br)cc3)nnn2c2ccccc12,0%[6.33 µM]
COc1ccc(NC(=O)N2CCC(N3CC4CC(C3)[C@H]3CCCC(=O)N3C4)CC2)c(C)c1 (some centres undefined),36%[activator]
CCOC(=O)C1=C(C)N=C2SC=C(CC(=O)Nc3ccc(C)c(C)c3)N2C1c1cccc(OC)c1 (centres undefined),20%
CCC(=O)N(C1CCOCC1)C1CCN(S(=O)(=O)c2ccccc2)CC1,12%
CC(=O)N1CCC(C(=O)NCC(=O)N2CCCCCNC(=O)CC2c2ccccc2)CC1 (centres undefined),24%
CC(C)c1cc(C(=O)NCc2cccnc2Oc2ccc(F)cc2F)on1,10%
CCOc1cc(=O)n2c(c1C(=O)NCCCN1CCCCC1)CCCCC2,5%
CCNC(=O)NCCc1ncc(C)n1Cc1ccc(F)cc1,47%[activator]
COCCOc1cc(-c2noc([C@@H]3CCCN3C3CCC3)n2)ccn1,-7%[176 µM]
COc1ccc(C2(C(=O)N3CCCN(c4cc(-c5ccc(C)c(C)c5)[nH]n4)CC3)CC2)cc1,18%
COC(=O)c1cccc(NC(=S)N[C@H]2CO[C@H]3[C@@H]2OC[C@@H]3n2cc(CC3CCCCC3)nn2)c1,-14%
CCOCC1(C)COc2ccc(C(=O)Nc3cccc(N(C)C)c3)cc2N1 (centres undefined),?
CCOc1ccccc1NC(=O)CC1CCCN(c2cnn(CC)c(=O)c2)C1 (centres undefined),-1%
Cc1ccc(NC(=O)N2CCC3(CC2)C(=O)N(CC(=O)N2CCCC2)CN3c2ccccc2)cc1,6%
CC(C)c1nc(-c2ccc(OC3CCN(C(=O)CCc4nc5ccccc5[nH]4)C3)cc2)no1 (centres undefined),14%
CCOc1ccc(C(=O)N2CCc3nc(OCCOC)ccc3C2)cc1OCC,32%[activator]
NC(=O)c1ncn([C@@H]2O[C@H](C(=O)N[C@H](Cc3c[nH]c4ccccc34)C(=O)N3CCN(CC(=O)N4CCCC4)CC3)[C@@H](O)[C@H]2O)n1,0%
NCC(c1cccs1)N1CCOCC1 (centres undefined),37%[activator][176 µM]
COC(CNc1nc(-c2ccccn2)nc2c1c(C)nn2C)c1cccs1 (centres undefined),23%
O=C(c1ccco1)N1CCC(c2nc(C3CCOCC3)no2)C1 (centres undefined),14%
CCCOCC(=O)N1CCc2onc(-c3ccc(C(F)(F)F)cc3)c2C1,57%[activator]
Cn1ncc(N2CCC(CNC(=O)CN3CCCC3=O)C2)cc1=O (centres undefined),18%
CCn1c(=O)n(CC)c2cc(NC(=O)[C@H]3CC[C@@H](N)C3)c(C)cc21,22%
COCCN1C(=O)c2ccccc2C(C(=O)Nc2nncs2)C12CCCCC2 (centres undefined),21%
Cc1cccc(CN2CCc3nc(C(=O)NCc4ccccc4)oc3CC2)c1,8%[176 µM]
COCc1nc(-c2ccc(OC3CN(C(=O)NCc4ccc(OC)cc4)C3)cc2)no1,14%
CCN1CCCC1CNC(=O)c1cnn(-c2nccc(-c3ccccc3F)n2)c1C (centres undefined),8%

# Bioassay records deposited in PubChem by National Center for Advancing Translational Sciences (NCATS).
